Assay outcomes as filed in PubChem BioAssay.
GPR151 activ: activates the human receptor GPR151 | PathHunter beta-arrestin GPR151 cells, luminescence | activation, % at 11.2 µM | 650,000 tested, 1% active | AID 1508602; in the data active means activation above about 4.9%;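 further: 0% = median of compound wells and 100% = cells with positive control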
Target sequence (Q8TDV0 whole entry, looked up): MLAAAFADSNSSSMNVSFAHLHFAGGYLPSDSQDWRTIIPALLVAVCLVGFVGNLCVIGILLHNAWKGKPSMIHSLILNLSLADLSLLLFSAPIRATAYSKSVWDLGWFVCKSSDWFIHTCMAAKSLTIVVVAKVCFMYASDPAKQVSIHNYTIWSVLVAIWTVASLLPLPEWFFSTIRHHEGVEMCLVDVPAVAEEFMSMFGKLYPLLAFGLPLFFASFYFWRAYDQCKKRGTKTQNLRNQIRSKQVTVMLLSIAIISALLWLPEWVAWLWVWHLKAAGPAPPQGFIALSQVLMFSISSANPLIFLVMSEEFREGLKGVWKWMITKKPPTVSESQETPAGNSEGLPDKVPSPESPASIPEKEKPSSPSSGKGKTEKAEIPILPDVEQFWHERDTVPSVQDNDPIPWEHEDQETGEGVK
MITF inh: inhibitors of human MITF; AlphaScreen MITF homodimerization, bead proximity signal; AID 1259374; O75030; 650,000 tested, 0.91% active; inhibition, % at 2.6 µM; in the data active means inhibition above about 50%;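 further: 0% = vehicle wells with protein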
Target sequence (O75030 whole entry, looked up): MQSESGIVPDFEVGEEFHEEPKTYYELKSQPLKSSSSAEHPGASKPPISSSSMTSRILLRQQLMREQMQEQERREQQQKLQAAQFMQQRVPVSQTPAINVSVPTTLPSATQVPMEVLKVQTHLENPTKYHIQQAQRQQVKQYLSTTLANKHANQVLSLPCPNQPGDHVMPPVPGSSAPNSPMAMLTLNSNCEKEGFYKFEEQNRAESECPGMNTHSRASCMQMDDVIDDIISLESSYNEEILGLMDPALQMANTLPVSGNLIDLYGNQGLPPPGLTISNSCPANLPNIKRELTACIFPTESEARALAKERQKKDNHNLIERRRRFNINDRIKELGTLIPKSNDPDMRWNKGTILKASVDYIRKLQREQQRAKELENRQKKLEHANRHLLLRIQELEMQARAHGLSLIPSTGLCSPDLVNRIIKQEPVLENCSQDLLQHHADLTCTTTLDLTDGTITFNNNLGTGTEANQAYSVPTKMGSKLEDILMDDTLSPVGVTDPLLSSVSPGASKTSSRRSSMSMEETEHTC
TEAD-YAP block: TEAD-YAP interaction inhibition; HEK-TIYL cells, TEAD-Gal4/YAP UAS-luciferase luminescence; inhibition, % at 9.12 µM; 640,000 tested, 1.4% active; in the data active means inhibition above about 32%;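 further: 0% = median of test compound wells and 100% = reference inhibitor wells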
FBW7 activator: human FBW7 E3 ligase activation, primary screen. 650,000 tested, 0.13% active. AID 1259310. normalized activity (activation), % at 26.1 µM. Q969H0. AlphaScreen FBW7–phospho-cyclin E peptide binding, activator screen; in the data active means normalized activity above about 1.9%;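 further: purified mutant Fbw7 with reduced substrate affinity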
* hit, by the source's call. An unsorted share of the library (roughly 3.4% active in at least one column).

SMILES	GPR151 activ	MITF inh	TEAD-YAP block	FBW7 activator
COc1ccccc1/C=N/Nc1nc(N2CCOCC2)nc(N2CCOCC2)n1	0.3	-3	-1	0.0
Cc1cc(C)cc(CN2CCc3nnc(CCNC(=O)C4CCOCC4)n3CC2)c1	1.2	0	2	0.1
COc1ccc(/C=C/C(=O)Nc2ccc(Br)cc2Br)cc1	2.6	-1	-1	0.1
N#CCCN(CCC#N)C(=O)c1cccc(F)c1	-1.0	11	11	0.1
O=C(Cn1c(=O)[nH]c2ccccc2c1=O)NCCCN1CCOCC1	1.0	-7	2	0.0
COc1cc2c(cc1OC)C(c1ccc(Br)cc1)OC1=C2C(=O)c2ccccc21 (stereo unspecified)	-1.1	13	0	-0.4
CCNc1cc(N2CCN(C(=O)c3ccc(OCC)cc3)CC2)ccc1[N+](=O)[O-]	0.4	4	3	0.1
Cc1ccc(S(=O)(=O)Nc2ccc(O)cc2Cl)cc1	-1.2	-9	-6	0.0
COCCOC(=O)C1=C(C)NC2=C(C(=O)CC(c3ccc(Cl)cc3)C2)C1c1ccccc1Br (stereo unspecified)	-1.1	-8	14	-0.1
Cc1ccc(NS(=O)(=O)c2ccc(Cl)c(C(=O)Nc3cccc([N+](=O)[O-])c3)c2)cc1	1.6	2	-10	0.0
C=CCc1cccc2cc(C(=O)N(CC)CC)c(=O)oc12	1.3	9	12	0.0
O=C(O)c1ccccc1N1C(=O)c2ccc(Oc3ccccc3)cc2C1=O	-1.3	6	1	-0.1
Cc1ccc(S(=O)(=O)/N=C2/NC(=O)/C(=C/c3ccc4c(c3)OCO4)S2)cc1	-0.3	-6	2	-0.9
CC1(C)CC2CC(C)(CN2Cc2ccc(C(=O)NCc3ccsc3)c(=O)[nH]2)C1 (stereo unspecified)	-0.6	-11	0	0.0
O=C(NCC12CC3CC(CC(C3)C1)C2)c1cnn2cccnc12	-0.8	-3	-1	0.0
CSc1cccc(NC(=O)Cn2ncc3c2-c2ccccc2OC3)c1	1.1	-2	6	-0.1
COc1cccc(CNC(=O)CCC2(Cc3cccc4ccccc34)CCC(=O)N2)c1OC (stereo unspecified)	-1.4	5	17	0.1
CCC1CCCCN1C(=O)CSc1nnc(-c2cccs2)n1N (stereo unspecified)	0.3	0	-2	0.0
O=P1(NNC(=S)NCc2ccccc2)C=C(c2ccccc2)OC(c2ccccc2)=C1	-1.2	6	3	0.1
CCCCN1C(=O)C(O)(c2ccccc2)c2cc(Br)ccc21 (stereo unspecified)	1.7	8	9	0.1
O=C(Nc1nc(-c2ccc(F)cc2)cs1)c1cccc(Br)c1	-1.1	20	-10	0.4
COCc1cc(C)nc(SCC(=O)Nc2cc(Cl)ccc2O)c1C#N	0.9	-8	8	-0.2
C=CC[C@@H]1CC=C[C@@H](C)N1C(=O)CCC1(Cc2ccc(SC)cc2)CCC(=O)N1 (stereo partly specified)	-0.2	15	-4	0.4
Cc1ccc(Cn2nnnc2CN2CCC(NC(=O)C(C)(C)C)CC2)cc1	-1.3	28	0	1.3
COc1ccc(-n2c(/C=C/c3cccc4ccccc34)nc3ccccc3c2=O)cc1Cl	-1.6	-1	4	-0.2
O=C(NC(=S)Nc1ccc(F)c(Cl)c1)C1CC1	0.3	1	-3	-0.1
O=C(NCc1cccnc1)c1ccc2nc(Nc3cccnc3)sc2c1	-0.2	22	3	0.1
COc1ccccc1C(CC(=O)N1CCCC1)c1ccc2c(c1)OCO2 (stereo unspecified)	-0.8	9	3	0.1
COc1ccc(-c2noc(N3CCC(C(=O)NCCCN4CCN(C)CC4)CC3)n2)cc1	7.5*	-6	-3	-0.1
O=C(NCc1cccnc1)c1nn2c(c1Br)NC(c1ccccc1)CC2C(F)(F)F (stereo unspecified)	2.6	-2	3	-0.1
COc1ccc(C(=O)c2c[nH]c3ccccc23)cc1	-2.6	8	-60	0.1
Cc1ccc(-c2nc(C#N)c(NCc3cccc4c3OCO4)o2)cc1	-1.0	21	11	0.3
O=C(Cn1cnc2c(cnn2-c2ccccc2)c1=O)NCc1ccco1	-0.9	16	3	0.8
O=C(CN1CCC(c2nc3ccccc3[nH]2)CC1)NCc1ccco1	2.2	7	4	0.2
COc1nn(C)cc1C(=O)NCCC1CCCCN1S(=O)(=O)c1cccs1 (stereo unspecified)	-0.7	13	-6	0.0
CC(C)CC(NC=C1C(=O)OC(C)(C)OC1=O)C(=O)Nc1ccc([N+](=O)[O-])cc1 (stereo unspecified)	1.6	-6	-5	0.0
C=CCn1c(=O)c2c(nc3n(-c4ccc(F)cc4)c(C)c(C)n23)n(C)c1=O	1.5	-7	13	0.1
Cc1ccc(NS(=O)(=O)c2ccc(CCC(=O)NCCO)cc2)cc1	-0.3	17	6	0.9
O=C(CSc1nnc(C2CC2)n1-c1ccccc1)Nc1ccc2[nH]c(=O)[nH]c2c1	0.5	-2	-8	0.1
Cc1ccc(C)c(OCCCN2CCOCC2)c1	0.6	10	2	-0.1
Cc1cc(OCC(=O)N2CCCCCC2)ccc1Cl	-1.5	-5	-66	-0.1
CC1Cc2cc(S(=O)(=O)NCCC(=O)Nc3ccccn3)ccc2N1C(=O)C1CC1 (stereo unspecified)	0.6	-4	-1	-0.1
O/N=C1/CC2C3C/C(=N\O)C4C3CC2C14 (stereo unspecified)	-0.9	-13	11	0.0
O=C(O)Cn1nc(-c2ccccc2)oc1=O	-0.7	-2	5	-0.1
N#Cc1c(C(F)(F)F)cc(-c2ccccc2)nc1SCCC(=O)N1CCOCC1	1.6	18	9	-0.6
Cc1ccc(CNC(=O)c2cnn3c(C(F)(F)F)cc(-c4ccccc4)nc23)cc1	-1.2	10	0	0.0
O=C(CN1CCCC1=O)N1CCC(CO)(Cc2cccc(F)c2)CC1	0.3	2	-11	0.0
Cc1csc(NC(=O)CN2CCC(n3cnc4cccnc43)CC2)n1	0.3	-14	3	0.2
O=C(/C=C/c1ccccc1)OC1CCOC1=O (stereo unspecified)	-0.8	9	8	0.1
CCOc1c(Br)cc(C2C3=C(CC(C)(C)CC3=O)OC3=C2C(=O)CC(C)(C)C3)cc1OC	0.3	19	-4	1.2
CCOc1ccccc1C(=O)Nc1ccc2c(c1)C(=O)NCCO2	-0.5	-6	-8	0.0
CCOC(=O)C1(C)NC(c2cccs2)C2C(=O)N(c3cccc(OC)c3)C(=O)C21 (stereo unspecified)	-1.3	12	0	0.1
COc1ccccc1N1CCN(C(=O)Cc2ccc(C)cc2)CC1	-0.7	-11	-18	-0.3
Cc1cc(NC(=O)c2ccccc2C)ccc1I	-2.6	-17	-76	0.0
COC(=O)c1ccccc1NC(=O)c1cc(OC(C)=O)cc(C(=O)Nc2ccccc2C(=O)OC)c1	-0.8	5	0	0.1
CCC(NC(=O)c1ccccc1NC(=O)C(C)(C)C)C(=O)OC (stereo unspecified)	1.8	7	9	0.0
CC(C)(CO)NC(=O)c1c(F)cccc1Cl	-0.3	-15	1	0.2
CCC(=O)N(CCn1nc(C)cc1C)c1nc2c(C(C)C)cccc2s1	0.2	-4	-1	0.0
O=C(NCc1cccnc1)/C(=C/c1cn(-c2ccccc2)nc1-c1ccc(Br)cc1)NC(=O)c1ccccc1	0.1	25	1	1.2
Cc1ccc(-n2c(=O)cc(N3CCN(c4ccccc4F)CC3)[nH]c2=O)cc1	-2.0	6	10	0.4

Next section.
SMILES	GPR151 activ	MITF inh	TEAD-YAP block	FBW7 activator
Cc1cccc(CCNC(=O)CCS(=O)(=O)c2cc3c(cc2C)NC(=O)CO3)c1	-0.6	3	4	0.1
COc1cccc(-c2cncc(-c3cnc(OC)nc3OC)n2)c1	1.4	16	-10	-0.2
CC(=O)Nc1ccc(S(=O)(=O)N2CCN(CCC#N)CC2)cc1	-0.1	-17	-5	0.1
COc1ccc2c(CNCc3ccc4c(c3)OCO4)c(C(=O)O)[nH]c2c1	2.0	28	7	-0.1
O=C1CCCN2N=C(SCc3ccccc3Cl)SC2=N1	-0.5	-8	-54	-0.1
COc1cc(-c2nc(-c3ccccc3)c(-c3ccccc3)[nH]2)cc(Br)c1OCc1ccccc1	1.1	7	14	-0.4
COP(=O)(OC)c1nc(Cc2ccc(Cl)cc2)oc1NCc1ccccc1	-0.2	15	-2	0.8
Cc1cc(NC(=O)CNCC(C)(C)CN(C)C)no1	-0.1	36	1	-0.1
CCc1ccc(/C=N/Nc2nc(=O)[nH]nc2C)cc1	-2.7	-6	21	-0.1
CCn1cc(C(=O)N2CCC(n3c(C)nc4sc(C)c(C)c4c3=O)CC2)c(C)n1	1.1	-3	-12	0.0
CC(=O)c1c(C)[nH]c(C(=O)NC2CCCc3ccccc32)c1C (stereo unspecified)	-1.2	12	-13	0.1
O=C(c1ccc(N2CCC(NC3Cc4ccccc4C3)CC2)cc1)N1CCCC(O)C1 (stereo unspecified)	-0.9	10	4	0.2
O=C1CC(NCc2ccc3c(c2)OCO3)C(=O)N1c1cccc(Br)c1 (stereo unspecified)	-0.8	-13	2	0.2
COc1ccc(C(=O)NCC2OCCc3ccccc32)cc1OC (stereo unspecified)	0.0	11	2	0.1
CNC(=O)Nc1ccccc1NC(=O)NC	-1.1	3	-1	0.0
Cc1[nH]c2ccc(-c3nnc(SCC(=O)NCc4ccco4)o3)cc2c1C	1.0	-5	29	0.0
Cc1nn2c(NCCCN3CCCC3=O)c3c(nc2c1-c1ccccc1)CCC3	2.8	7	6	0.0
COc1ccc(NC(=O)Cc2ccccc2[N+](=O)[O-])c(OC)c1	1.6	-2	-15	0.1
O=[N+]([O-])c1ccc(O)c(/C=N/n2cnnc2)c1	-1.0	0	14	0.1
CCc1nc2ccccc2c(NC(=O)CN2CCN(CCO)CC2)c1C	-0.2	69*	-1	-0.1
COc1ccc(C2=NN(C(=O)CCCC(=O)O)C(c3cc4ccc(C)cc4nc3Cl)C2)cc1 (stereo unspecified)	-0.4	1	0	0.0
Cn1c2ccccc2c2cnn(CC(=O)N3CCc4ccccc43)c(=O)c21	0.1	-17	-1	-0.1
Cc1ccccc1COc1cn(CC(=O)N2CCN(c3ccccc3)CC2)c(CO)cc1=O	-0.9	-15	19	0.0
CCCc1ccc(OC(=O)c2cccc(C(=O)OCC)n2)cc1	0.3	14	7	0.1
Cc1ccc(C(=O)N/C(=C\c2ccc(-c3ccc(Br)cc3)o2)C(=O)NCc2ccco2)cc1	0.4	-13	0	-0.2
Cc1ccccc1C(=O)NCC1(c2cccs2)CCCC1	2.8	-10	-8	0.0
COc1ccc(Oc2c(C(F)(F)F)oc3cc(OC(=O)c4cc(OC)c(OC)c(OC)c4)ccc3c2=O)cc1	0.6	15	-4	0.1
CCNC(=O)C(=O)NCCC1CCCCN1S(=O)(=O)c1ccc(C)cc1 (stereo unspecified)	0.6	3	-1	0.0
C=CCN(C(=O)c1csnn1)C(C(=O)NC(C)(C)CC)c1ccc(Cl)cc1 (stereo unspecified)	3.0	25	-1	0.5
CC(C)CC(=O)N1CCC2(CCC(CNC(=O)CCc3ccccc3)O2)CC1 (stereo unspecified)	-0.1	-17	9	0.2
N#Cc1nc2c(C#N)c(N)n(CCN3CCOCC3)c2nc1C#N	-0.4	-2	9	-0.2
COCCOC(=O)c1[nH]c2c(c1C)C(=O)CC(c1ccc(F)cc1)C2 (stereo unspecified)	-0.4	7	35*	0.1
CC(C)(C)C(=O)Nc1ccc(C(C)(C)C)cc1	2.6	-1	-38	-0.1
Cc1cccc(N(CC(=O)N2CCN(c3cccc(Cl)c3)CC2)S(C)(=O)=O)c1	0.2	18	1	0.1
COc1ccc(/C=N/N=C2/NC(=O)C(CC(=O)NC(C)C)S2)cc1 (stereo unspecified)	-1.8	4	4	0.1
CCOC(=O)c1ccc(NC(=O)C2CCCN(S(C)(=O)=O)C2)cc1 (stereo unspecified)	-0.1	4	5	0.2
N#Cc1c(Cl)nsc1NC(=O)NS(=O)(=O)c1ccccc1	-2.0	2	-4	-0.1
CCN1CCN(CC(=O)Nc2ccccc2-c2ccccc2)CC1	2.3	26	1	-0.1
COc1ccccc1NC(=O)c1c[nH]c2c(Cl)cccc2c1=O	-1.2	9	-18	0.4
CCN(CC)C(=O)CSc1nsc(SCC(=O)N(CC)CC)n1	-0.8	-2	18	1.1
COc1ccc(Br)c(C(=O)Nn2c(-c3ccc(OC)c(OC)c3)nc3ccccc3c2=O)c1	1.4	5	-2	0.0
